# RGS4 inh: inhibitors of human regulator of G protein signaling 4. P49798. Transcreener GDP fluorescence polarization, RGS4-accelerated GTP hydrolysis. Potency, µM (highest dose often 114 µM), inactives show top-dose activity change, negative = inhibition, usual class: inhibitors. 0.039% of 390,000 active; further: on the % scale 0 is the no-effect control and ±100 the full control effect; nearly all actives have a fitted effect of over 75% in size; some results filed as inactive show a strong effect at the top dose
# Target sequence (P49798 whole entry, looked up): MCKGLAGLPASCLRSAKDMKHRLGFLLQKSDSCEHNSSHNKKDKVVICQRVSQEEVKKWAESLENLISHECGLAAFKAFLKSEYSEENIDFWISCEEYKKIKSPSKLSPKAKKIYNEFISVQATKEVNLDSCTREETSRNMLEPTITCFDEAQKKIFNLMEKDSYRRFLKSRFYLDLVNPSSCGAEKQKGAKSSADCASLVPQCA
#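 MLSMR compounds (23 nl, pin-transferred) preincubated 10 min at room temperature with a 500nM (2x) first reagent, then RGS4 at 900nM (2x) plus Transcreener GDP mix added; fluorescence polarization (620/688 nm) read before and after 90 min at 30 °C.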
# USP1-UAF1 inh: USP1/UAF1 (human) deubiquitinase inhibition; 0.23% of 390,000 active; Potency, µM (doses to about 57.1 µM), without a hit: at the highest dose activity change, negative = inhibition, usual class: inhibitors; recombinant USP1/UAF1, Ub-Rhodamine cleavage fluorescence; O94782; further: on the % scale 0 is the no-effect control and ±100 the full control effect; nearly all actives have a fitted effect of over 60% in size; inactives centre near -12
#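 USP1/UAF1 complex (1 nM) preincubated 15 min at room temperature with compound, then Ub-Rho substrate (150 nM final) added. Kinetic fluorescence at 480/540 nm over 6 reads at 60 s intervals; 50 mM HEPES pH 7.8, 0.5 mM EDTA, 0.1 mg/ml BSA, 1 mM TCEP, 0.01% Tween-20.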
# TrxR1 substrate: substrates of rat thioredoxin reductase 1; O89049; 0.01% of 390,000 active; Potency, µM (top dose mostly 114 µM), for inactives: at the highest dose activity change, negative = substrate turnover; purified TrxR1 substrate turnover, NADPH consumption readout; further: on the % scale 0 is the no-effect control and ±100 the full control effect; nearly all actives have a fitted effect of over 50% in size
# Target sequence (O89049 whole entry, looked up): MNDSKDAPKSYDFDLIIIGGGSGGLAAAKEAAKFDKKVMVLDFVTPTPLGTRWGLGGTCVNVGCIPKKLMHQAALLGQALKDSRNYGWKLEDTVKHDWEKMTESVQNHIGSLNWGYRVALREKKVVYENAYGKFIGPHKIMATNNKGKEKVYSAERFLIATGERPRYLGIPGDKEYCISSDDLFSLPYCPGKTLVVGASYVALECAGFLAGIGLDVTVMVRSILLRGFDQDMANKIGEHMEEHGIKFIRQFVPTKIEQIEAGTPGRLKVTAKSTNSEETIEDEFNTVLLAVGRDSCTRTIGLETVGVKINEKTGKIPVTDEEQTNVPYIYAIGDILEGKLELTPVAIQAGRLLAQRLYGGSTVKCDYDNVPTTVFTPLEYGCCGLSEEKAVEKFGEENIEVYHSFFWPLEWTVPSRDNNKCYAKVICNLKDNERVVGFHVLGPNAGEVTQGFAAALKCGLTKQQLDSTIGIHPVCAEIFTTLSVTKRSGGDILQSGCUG
#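 Rat TrxR1, dispensed at 90 nM, was prereduced with 400 uM NADPH (final) for 5 min at ~22 deg C, then incubated with compound 15 min before 400 uM selenite. A first-read NADPH fluorescence drop versus no-compound background flagged substrates.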
# 12-LOX inh: blocks human arachidonate 12S-lipoxygenase | P18054 | purified 12hLO, xylenol orange hydroperoxide absorbance | Potency, µM (highest dose often 108 µM), for inactives: top-dose activity change, negative = inhibition, actives largely listed as inhibitors | 1.1% of 580,000 active | AID 1671190; further: on the % scale 0 is the no-effect control and ±100 the full control effect
#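 Purified human 12hLO at 150 nM in 25 mM Hepes, 0.01% Triton X-100, pH 7.0, preincubated 15 min at room temperature with compound. Reaction started with 40 uM arachidonic acid, 30 min at room temperature. Hydroperoxide measured by Fe-xylenol orange, 573/405 nm absorbance ratio.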
# mIDH1 inhibitor: blocks human mutant IDH1 R132H enzyme; AID 602179; O75874; 0.093% of 390,000 active; Potency, µM (doses to about 76.6 µM), without a hit: at the highest dose activity change, negative = inhibition, usual class: inhibitors; IDH1-R132H enzyme, NADPH consumption, diaphorase/resazurin fluorescence; further: on the % scale 0 is the no-effect control and ±100 the full control effect; nearly all actives have a fitted effect of over 65% in size
#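 IDH1-R132H (0.5 ug/mL dispensed) in pH 7.5 Tris buffer was preincubated 30 min with compound, then given a substrate mix of 0.016 mM NADPH and 2 mM alpha-KG for 80 min at room temperature; remaining NADPH was read by diaphorase/resazurin fluorescence.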
# Vif-A3F inh: inhibitors of Vif-A3F interaction. HeLa A3F-eYFP + Vif (tagged APOBEC3F with the HIV-1 protein that degrades it), YFP fluorescence increase. Potency, µM (top dose mostly 46.1 µM), for inactives: at the highest dose activity, negative = active. 0.2% of 390,000 active. AID 602313; further: % of control where 0% means no effect; nearly all actives have a fitted effect of over 65% in size
#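 Fluorescence increase (Ex 488/Em 500-530) after overnight compound treatment at 37 deg C flags inhibition of Vif-driven A3F-eYFP loss in stable HeLa A3F-eYFP/Vif cells seeded overnight beforehand.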
# Vif-A3G inh: Vif-A3G binding inhibition | Q9HC16 | Potency, µM (highest dose often 46.1 µM), for the others: at the highest dose activity, negative = active, usual class: inhibitors | 0.076% of 410,000 active | HeLa A3G-eYFP + Vif (tagged APOBEC3G with the HIV-1 protein that degrades it), YFP fluorescence, overnight;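 further: on the % scale 0 is the no-effect control and ±100 the full control effect; nearly all actives have a fitted effect of over 60% in size; hits raise eYFP signal because A3G escapes Vif-driven loss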
# Target sequence (Q9HC16 whole entry, looked up): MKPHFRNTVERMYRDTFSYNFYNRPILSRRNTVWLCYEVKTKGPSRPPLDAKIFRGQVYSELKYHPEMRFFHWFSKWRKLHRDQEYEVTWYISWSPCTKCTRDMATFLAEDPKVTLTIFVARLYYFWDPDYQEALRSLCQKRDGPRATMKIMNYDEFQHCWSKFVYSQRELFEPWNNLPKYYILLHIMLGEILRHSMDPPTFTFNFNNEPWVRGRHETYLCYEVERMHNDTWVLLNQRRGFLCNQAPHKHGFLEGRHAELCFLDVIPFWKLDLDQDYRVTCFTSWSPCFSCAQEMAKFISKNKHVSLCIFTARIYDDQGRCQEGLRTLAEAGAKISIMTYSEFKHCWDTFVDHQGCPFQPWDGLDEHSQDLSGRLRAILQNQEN
#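 Read-out is eYFP fluorescence (Ex 488/Em 500-530) from Vif-expressing HeLa A3G-eYFP cells; more signal means A3G escaped Vif-mediated degradation. Cells plated overnight, compound pinned in, incubated overnight at 37 deg C.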
# rTrxR1 inhibitor: inhibitors of rat thioredoxin reductase 1 | recombinant rTrxR1, NADPH fluorescence consumption, selenite substrate | O89049 | Potency, µM (top dose mostly 114 µM), for the others: at the highest dose activity change, negative = inhibition, actives largely listed as inhibitors | AID 588453 | 1% of 390,000 active; further: on the % scale 0 is the no-effect control and ±100 the full control effect; nearly all actives have a fitted effect of over 65% in size
#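 Rat TrxR1 (90 nM in the dispensed reagent) was pre-reduced with 400 uM NADPH for 5 min at room temperature, then incubated with compound for 15 min. After 400 uM selenite was added, NADPH fluorescence (Ex 340/Em 450 nm) was followed for 8 min.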
# RXFP1 agonist: RXFP1 (human) receptor agonism. 0.3% of 370,000 active. Potency, µM (highest dose often 57.5 µM), for the others: at the top dose activation, hits mostly activators. HEK293T-RXFP1 cAMP TR-FRET, 30 min; response scale: percent of porcine relaxin response, buffer zero. Q9HBX9. AID 2676; further: on the % scale 0 is the no-effect control and ±100 the full control effect; nearly all actives have a fitted effect of over 60% in size; many of its hits are not listed in these tables
#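 Agonist response is measured as cAMP accumulation in an RXFP1-transfected HEK293T line under PDE4 inhibition. Values are scaled between buffer-only and 29 nM porcine relaxin, and EC50s come from standard Hill equation fits.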
# Starred values were filed as active, the others as inactive; i = inactive; ? = inconclusive; nt = no result given; & = joins results of further samples; [ ] = another dose, or the depositor's remark. The call rests on the fitted dose curve; in most records, active means well fitted curve in the direction sought with a large enough effect; inconclusive means small, poorly fitted or top-dose-only effect, or another doubt; inactive means no such curve, though single readings can be large; an effect the other way counts as inactive or inconclusive. Potency means the concentration at half of the fitted maximal effect.
entry	smiles	RGS4 inh	USP1-UAF1 inh	TrxR1 substrate	12-LOX inh	mIDH1 inhibitor	Vif-A3F inh	Vif-A3G inh	rTrxR1 inhibitor	RXFP1 agonist
1	O=C(CN1CCN(C(c2ccccc2)c2ccccc2)CC1)NCc1ccccc1	4%	-11%	3%	1%	-6%	-2%	-5%	14%	-1.9%
2	COCCNC(=S)Nc1ccc([N+](=O)[O-])cc1C	-8%	-21%	9%[57.1 µM]	?	-3%	4%	-5%	4%[11.4 µM]	-5.5%
3	CCCC1=Nc2cc(C(=O)NCCOC)ccc2Sc2ccccc21	26%	-16%	-10%	-3%	nt	nt	nt	-12%	-1.8%
4	Cc1noc(C)c1COc1cccc(C(=O)Nc2cccnc2)c1	-29%	-11%	9%[57.1 µM]	-3%	4%	0%	-7%	23%[57.1 µM]	0.6%
5	CCOc1ccc(NCc2cccn2-c2nnc(N3CCC(C(=O)NCCCN4CCCCC4CC)CC3)s2)cc1 (stereo not drawn)	-5%	-26%	-7%	-22%	-2%	-9%	-1%	-7%	0.6%
6	O=C(O)c1ccccc1C(=O)NCc1ccc2c(c1)OCO2	30%	2%	-1%	-2%	7%	-4%	3%	13%	0.4%
7	CN(C(=O)c1ccncc1)c1nnc(-c2ccncc2)s1	14%	-15%	22%	nt	4%	0%	-3%	?	0.4%
8	c1ccc(N2CCN(c3nc(-c4ccccn4)nc4ccccc34)CC2)cc1	-23%[11.4 µM]	-23%	-1%	-2%	1%	-4%	-1%	?	1.8%
9	CCCn1c(=O)c2c(C(=O)OCC)cc(-c3ccco3)nc2n(CCC)c1=O	6%	-6%	125%[activator]	9%	0%	-8%	2%	29%	-2.4%
10	COc1ccc(/C=N/NC(=O)c2ccccc2O)cc1CSc1ccccn1	-40%	-11%	17%	13%	6%	-7%	-14%	17%	-0.5%
11	O=S1(=O)CCN2C(c3ccco3)=CSC2=N1	-12%	-12%	9%[57.1 µM]	240%[activator]	5%	-9%	-7%	-17%[57.1 µM]	1.9%
12	Cc1ccc(C(=O)NC(=S)N2CCN(C)CC2)cc1	-38%	-1%	-13%	-3%	-2%	-8%	0%	-22%	-0.3%
13	O=C(NNC(=O)C1CC1)c1cccc([N+](=O)[O-])c1	13%	-9%	-1%	5%	-5%	1%	0%	10%	1.3%
14	COc1ccc(NC(=O)CSc2nc(-c3cccs3)cc(C(F)(F)F)n2)c(OC)c1	5%	-27%	-3%	-9%	7%	-6%	-7%	-1%	-0.5%
15	CC1=C(C(=O)O)N2C(=O)[C@@H](NC(=O)C(N)c3ccccc3)[C@H]2SC1 (stereo partly drawn)	-3%[56.9 µM]	nt	0%[57.1 µM]	?	nt	nt	nt	6%[57.1 µM]	nt
16	O=C(N/N=C/c1c[nH]c2ccccc12)c1cccs1	2%	-20%	-2%	43%&0%[activator]	0%	17%	2%	-1%	0.9%
17	COCCN(C(=O)CNC(=O)c1ccco1)C(C(=O)NC1CCCCC1)c1cccc(OC)c1 (stereo not drawn)	16%	4%	-8%	0%	5%	-1%	0%	-6%	-0.3%
18	COc1cc(-c2nc3cnccn3c2Nc2c(C)cccc2C)ccc1O	17%	?	23%	-1%	2%	0%	?	-23%	8.1%
19	C/C(=N\N=C\c1ccc(N(C)C)cc1)c1cccc([N+](=O)[O-])c1	8%	4%	-14%	-5%	8%	1%	-1%	-8%	-0.9%
20	Cc1nn2c(CN(C(=O)c3ccco3)c3ccccc3)nnc2c2ccccc12	10%	7%	2%	0%	-6%	0%	2%	-11%	nt
21	COC(=O)c1cc(C)sc1NC(=O)CC1Nc2ccccc2NC1=O (stereo not drawn)	-25%	-13%	15%	-13%	-6%	-8%	-1%	6%[57.1 µM]	0.2%
22	CCOc1ccc(N2C(=O)CC(SC(=NC)Nc3cccc(F)c3)C2=O)cc1 (stereo not drawn)	-1%	-7%	-7%	-2%	2%	-11%	-2%	-1%	0.1%
23	Brc1cnc(N2CCCCC2)nc1N1CCOCC1	10%	-5%	-4%	-19%	4%	3%	1%	3%[57.1 µM]	2.3%
24	O=c1c(-c2ccc(O)cc2)coc2c([C@@H]3O[C@H](CO)[C@@H](O)[C@H](O)[C@H]3O)c(O)ccc12	-10%	-15%	34%[activator][57.1 µM]	-2%	-1%	11%	0%	7%[57.1 µM]	1.6%
25	CN(Cc1ccccc1)CC1CCCN(CCc2ccccc2F)C1 (stereo not drawn)	0%	-5%	-3%	-14%	0%	2%	-5%	19%	2.3%
26	O=C(Cc1ccc(N2CCNC2=O)cc1)N1CCCC(Nc2cccc(F)c2)C1 (stereo not drawn)	11%	-21%	10%	27%	4%	3%	?	29%	-3.1%
27	O=C(NC(=S)Nc1ccccc1N1CCCC1)c1ccc(-c2cccc([N+](=O)[O-])c2)o1	-25%	-26%	7%[57.1 µM]	?	10%	-6%	1%	0%[57.1 µM]	0.3%
28	Clc1ccc(COn2c(-c3ccc(Cl)cc3Cl)nc3ncccc32)cc1	-2%	-20%	7%[57.1 µM]	?	-24%	-1%	-1%	-3%[57.1 µM]	6.1%
29	O=C1CS(=O)(=O)N(Cc2ccc(F)cc2)c2ccccc21	-6%	-29%	-6%	-15%	2%	10%	-11%	45µM*	nt
30	Cc1ccccc1C(=O)Nc1nc(-c2cccnc2)cs1	-23%	-18%	0%	-18%	6%	0%	-4%	2%	1.7%
31	COc1cccc(NC(=O)CN(Cc2ccccc2)S(C)(=O)=O)c1	-7%	-5%	2%	-4%	4%	-8%	2%	4%	2.1%
32	Cc1cn([C@H]2C[C@H](O)[C@@H](CCC(=O)NCCCn3ccnc3)O2)c(=O)[nH]c1=O	2%	-17%	3%	?	-9%	-9%	-3%	9%	nt
33	CCCc1cc(=O)oc2cc(C)cc(OCC(=O)NC(Cc3ccc(Cl)cc3)C(=O)O)c12 (stereo not drawn)	22%	16%	107%[activator]	-29%	-8%	7%	-2%	-22%	4.5%
34	COc1ccc(-c2sc3ccc(N4CCOCC4)cc3c2C#Cc2ccsc2)cc1	1%	-22%	29%	-24%	8%	-1%	1%	7%	nt
35	COc1ccc(-n2nnc(-c3nsc(NC(=O)c4cccc(C)c4)n3)c2C)cc1OC	-13%	-6%	6%[57.1 µM]	-8%	-5%	1%	-4%	6%[57.1 µM]	?
36	CC(C)(C)C(=O)Nc1ccc(C(=O)CN2C(=O)NC3(CCOc4ccccc43)C2=O)cc1 (stereo not drawn)	7%	-5%	-7%	327%[activator]	0%	0%	-7%	-10%	0.6%
37	Cc1ccc(NC(=S)N(Cc2ccccc2)Cc2cccs2)c(C)c1	15%	0%	-9%[57.1 µM]	-1%	-12%	-8%	1%	11%	-0.1%
38	CCN1CCN(c2ncnc3c2cnn3-c2ccccc2)CC1	16%	4%	6%	-3%[57.4 µM]	-2%	-4%	7%	6%	0.6%
39	COc1ccc(CN(C(=O)c2ccco2)C2CCS(=O)(=O)C2)cc1 (stereo not drawn)	-5%	-6%	-5%	i	6%	-1%	-8%	-12%	0.3%
40	Cc1ccc(CNC(=O)c2ccc3c(O)c(S(=O)(=O)c4ccc(Cl)cc4)c(=O)[nH]c3c2)cc1	0%	?	-5%	?	-12%	-6%	2%	-1%	2.8%
41	Cc1ccc(S(=O)(=O)Nc2c(C)n(C)n(-c3ccccc3)c2=O)c(C)c1	-18%	-19%	8%[57.1 µM]	21%	5%	6%	2%	17%[57.1 µM]	0.3%
42	CCOc1ccc(S(=O)(=O)NCCC(=O)N2CC(C)OC(C)C2)cc1 (stereo not drawn)	-2%	0%	1%	-13%	-12%	2%	-1%	13%[57.1 µM]	1.5%
43	CC(=O)c1sc(NC(=O)CN2C(=O)NC3(CCCC3)C2=O)nc1-c1ccccc1	14%	-8%	-11%	-19%	11%	-4%	-8%	-2%	6.5%
44	Cc1oc(C(=O)O)cc1COc1cccc2cccnc12	-5%	-15%	15%[57.1 µM]	0%	9%	5%	0%	11%[0.457 µM]	5.7%
45	CC(C)n1c(=N)c(C(=O)NCc2ccccc2)cc2c(=O)n3ccccc3nc21	?	?	73%[activator]	-25%	12%	-4%	3%	43%[activator]	0.1%
46	COc1ccc(-n2nc3c(N)n[nH]c3cc2=O)cc1	-5%	-9%	-11%	-13%	0%	-1%	-2%	-20%	4.8%
47	C=CCn1cnc2c(nnn2-c2ccc(OC)c(OC)c2)c1=O	24%	-16%	6%[57.1 µM]	-14%	1%	5%	1%	8%[57.1 µM]	3.3%
48	COc1ccc(N2CCN(S(=O)(=O)c3cc(-c4cc(C)no4)ccc3C(C)C)CC2)cc1	-5%	-6%	3%	-7%	2%	0%	0%	13%	-0.5%
49	Cn1c(=O)c2[nH]c(CN3CCCCC3)nc2n(C)c1=O	1%	-16%	7%	-19%	-7%	2%	0%	8%	nt
50	COc1ccc(NC(=S)NNC(=O)c2nnn(-c3ccccc3)c2C)cc1	?	-17%	-4%	-23%	-1%	0%	-4%	-20%	0.0%

# High-throughput results as filed in PubChem BioAssay.

# These rows are one share of the data; rates above refer to the full screens.
